BAZ2B block = qHTS Assay for Inhibitors of BAZ2B; Bromodomain adjacent to zinc finger domain protein 2B (Homo sapiens), Q9UIF8; AlphaScreen BAZ2B-H3K14Ac peptide displacement; Potency, µM (highest dose often 114 µM), without a hit: top-dose activity change, negative = inhibition, usual class: inhibitors; 360,000 tested, 4.4% active; further: nearly all actives have a fitted effect of over 60% in size
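AlphaScreen luminescence quantifies BAZ2B engagement of H3K14Ac peptide; the protein and biotinylated peptide are both at 50 nM final, buffer PBS pH 7.4 with 0.01% Tween-20, all steps at room temperature.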
APE1 inh = qHTS Assay for Inhibitors of the Human Apurinic/apyrimidinic Endonuclease 1 (APE1); Potency, µM (highest dose often 65.8 µM), without a hit: at the top dose activity change, negative = inhibition, most hits filed as inhibitors; 350,000 tested, 0.35% active; AID 2517, 2012; DNA repair nuclease/redox regulator APEX1 (Homo sapiens), P27695; recombinant APE1, TAMRA/BHQ-2 abasic DNA cleavage fluorescence;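 further: plate controls were vehicle for no effect and reference inhibitor for full effect; nearly all actives have a fitted effect of over 55% in size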
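Endonuclease cleavage of a quenched abasic-site DNA duplex (50 nM) by APE1 (0.75 nM) was tracked by TAMRA dequenching. Compounds were preincubated with enzyme 15 min at room temperature; data normalized to buffer-only and DMSO wells plus NSC13755 control.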
POLK inh = qHTS for Inhibitors of Polymerase Kappa. 400,000 tested, 0.53% active. purified Pol kappa, fluorescent DNA synthesis assay, 10 min. DNA polymerase kappa (Homo sapiens), Q9UBT6. Potency, µM (highest dose often 107 µM), inactives show top-dose activity, negative = inhibition, usual class: inhibitors
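Enzyme at 10 nM met test compounds for 15 min at room temperature. Substrate addition (50 nM final) began the reaction, which was monitored by fluorescence at 0 and 10 min.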
G9a inh = qHTS Assay for Inhibitors of Histone Lysine Methyltransferase G9a. Potency, µM (titrated, usually from 102 µM), for the others: at the top dose activity, negative = inhibition, hits mostly inhibitors. Histone-lysine N-methyltransferase EHMT2 (Homo sapiens), Q96KQ7. 350,000 tested, 8.8% active. G9a H3K9 monomethylation, AlphaScreen, 2 h; further: nearly all actives have a fitted effect of over 75% in size
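Compounds were preincubated with 20 nM G9a for 15 min, after which biotinylated H3K9 peptide (500 nM) and SAM (20 uM) started a 2 h room-temperature reaction. Monomethylated product was quantified by antibody-based AlphaScreen chemiluminescence.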
BLM helicase inh = qHTS Assay for Inhibitors of Bloom's syndrome helicase (BLM); 350,000 tested, 0.2% active; Potency, µM (series often up to 56.1 µM), inactives show at the highest dose activity change, negative = inhibition, most hits filed as inhibitors; recombinant BLM DNA unwinding, fluorescence dequenching;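 further: plate controls were vehicle for no effect and no enzyme for full effect; nearly all actives have a fitted effect of over 35% in size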
Target sequence (P54132 whole entry, looked up): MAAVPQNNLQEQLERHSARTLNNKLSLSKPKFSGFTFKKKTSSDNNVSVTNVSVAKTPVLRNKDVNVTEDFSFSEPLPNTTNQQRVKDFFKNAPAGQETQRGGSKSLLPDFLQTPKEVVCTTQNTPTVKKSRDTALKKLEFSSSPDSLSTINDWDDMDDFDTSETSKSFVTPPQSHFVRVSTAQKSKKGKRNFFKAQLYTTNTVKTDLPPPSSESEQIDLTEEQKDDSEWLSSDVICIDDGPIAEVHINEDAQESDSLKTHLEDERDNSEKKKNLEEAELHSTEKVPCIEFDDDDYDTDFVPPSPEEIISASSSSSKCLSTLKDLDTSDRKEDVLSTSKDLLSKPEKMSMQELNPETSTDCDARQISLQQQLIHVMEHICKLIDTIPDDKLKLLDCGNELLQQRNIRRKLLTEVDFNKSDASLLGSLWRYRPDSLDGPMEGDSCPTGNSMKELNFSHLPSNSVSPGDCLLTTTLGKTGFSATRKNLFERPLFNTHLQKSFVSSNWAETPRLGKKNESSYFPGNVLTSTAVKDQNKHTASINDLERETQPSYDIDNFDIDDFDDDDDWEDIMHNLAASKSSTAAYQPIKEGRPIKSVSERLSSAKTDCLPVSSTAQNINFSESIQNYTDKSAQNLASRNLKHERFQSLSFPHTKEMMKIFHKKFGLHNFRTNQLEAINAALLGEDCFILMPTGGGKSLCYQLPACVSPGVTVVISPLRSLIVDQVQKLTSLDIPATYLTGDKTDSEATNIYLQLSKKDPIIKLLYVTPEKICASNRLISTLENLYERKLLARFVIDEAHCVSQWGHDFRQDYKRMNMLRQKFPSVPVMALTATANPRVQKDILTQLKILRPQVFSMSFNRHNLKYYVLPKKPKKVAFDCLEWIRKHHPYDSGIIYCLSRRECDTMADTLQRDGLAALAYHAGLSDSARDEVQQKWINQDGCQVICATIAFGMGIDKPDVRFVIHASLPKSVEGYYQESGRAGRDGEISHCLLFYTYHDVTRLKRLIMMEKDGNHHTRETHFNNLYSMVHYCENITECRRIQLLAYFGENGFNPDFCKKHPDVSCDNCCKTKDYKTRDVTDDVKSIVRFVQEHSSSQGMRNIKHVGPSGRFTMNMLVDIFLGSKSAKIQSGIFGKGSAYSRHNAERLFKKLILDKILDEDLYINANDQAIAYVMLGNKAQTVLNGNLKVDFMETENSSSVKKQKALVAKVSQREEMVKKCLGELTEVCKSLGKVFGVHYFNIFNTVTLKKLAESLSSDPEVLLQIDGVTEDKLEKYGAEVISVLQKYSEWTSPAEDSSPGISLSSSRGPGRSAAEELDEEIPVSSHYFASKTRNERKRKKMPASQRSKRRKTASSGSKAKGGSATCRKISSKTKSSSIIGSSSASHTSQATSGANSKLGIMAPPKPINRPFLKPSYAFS
Starred values were filed as active, the others as inactive; u = inconclusive; x = no result given; & = joins results of further samples; [ ] = remark or other dose. The call rests on the fitted dose curve; in most records, active means well fitted curve in the direction sought with a large enough effect; inconclusive means small, poorly fitted or top-dose-only effect, or another doubt; inactive means no such curve, though single readings can be large; an effect the other way counts as inactive or inconclusive. Unless noted, on the % scale 0 is the no-effect control and ±100 the full control effect; potency means the concentration at half of the fitted maximal effect.

Start of the listing, in advance (3 entries):
SMILES	BAZ2B block	APE1 inh	POLK inh	G9a inh	BLM helicase inh
CC[C@H](C)[C@H](NC(=O)[C@H](CO)NC(=O)[C@@H](NC(=O)[C@H](CO)NC(=O)[C@@H](NC(=O)[C@H](CC(N)=O)NC(=O)[C@H](Cc1ccccc1)NC(=O)[C@H](CO)NC(=O)[C@H](CS)NC(=O)[C@H](CC(N)=O)NC(=O)[C@H](CCCCN)NC(=O)[C@@H](NC(=O)[C@H](CCC(=O)O)NC(=O)CN)[C@@H](C)CC)[C@@H](C)CC)[C@@H](C)O)C(=O)N[C@@H](CCCN=C(N)N)C(=O)O	x	u	10%[60.1 µM]	x	-2%
OCCC(O)CO (stereo not drawn)	x	-3%&0%&0%	10%&-6%&7%[60.1 µM]	x	0%&1%&-17%
Nc1ncnc2c1[nH]c(=O)n2C1CC(O)C(CO)O1 (stereo not drawn)	x	-1%	-7%[60.1 µM]	x	-10%

The listing, repeating the preview:
SMILES	BAZ2B block	APE1 inh	POLK inh	G9a inh	BLM helicase inh
CC[C@H](C)[C@H](NC(=O)[C@H](CO)NC(=O)[C@@H](NC(=O)[C@H](CO)NC(=O)[C@@H](NC(=O)[C@H](CC(N)=O)NC(=O)[C@H](Cc1ccccc1)NC(=O)[C@H](CO)NC(=O)[C@H](CS)NC(=O)[C@H](CC(N)=O)NC(=O)[C@H](CCCCN)NC(=O)[C@@H](NC(=O)[C@H](CCC(=O)O)NC(=O)CN)[C@@H](C)CC)[C@@H](C)CC)[C@@H](C)O)C(=O)N[C@@H](CCCN=C(N)N)C(=O)O	x	u	10%[60.1 µM]	x	-2%
OCCC(O)CO (stereo not drawn)	x	-3%&0%&0%	10%&-6%&7%[60.1 µM]	x	0%&1%&-17%
Nc1ncnc2c1[nH]c(=O)n2C1CC(O)C(CO)O1 (stereo not drawn)	x	-1%	-7%[60.1 µM]	x	-10%
COc1ccc(C2CC(=O)c3ccc(OC)cc3O2)cc1 (stereo not drawn)	x	u	-5%[60.1 µM]	x	1%
CC[C@H](C)[C@H](NC(=O)[C@H](Cc1ccc(O)cc1)NC(=O)[C@@H]1CCCN1C(=O)[C@H](CCCCN)NC(=O)[C@@H](N)CCCCN)C(=O)N[C@@H](CC(C)C)C(=O)O	x	u	18%[60.1 µM]	x	2%
COc1ccc(NS(=O)(=O)c2ccc(I)cc2)cc1N1CCN(C)CC1	x	2%&-7%	16%[60.1 µM]	x	-4%&3%
CCCN=C(N)NCCC[C@H](N)C(=O)O	x	-10%	-11%[19.4 µM]	x	1%
Nc1nc(O)c2ncn([C@H]3CC[C@@H](CO)O3)c2n1	x	7%	-3%[60.1 µM]	x	3%
CC(C)NC[C@@H](O)COc1ccccc1-n1cccc1	x	0%	-14%[19.4 µM]	x	-6%
CSCC[C@H](NC(=O)[C@H](CC(C)C)NC(=O)CNC(=O)[C@H](Cc1ccc(O)cc1)NC(=O)[C@H](Cc1ccccc1)NC(=O)[C@H](CCCCN)NC(=O)[C@H](CC(N)=O)NC(=O)[C@@H]1CCCN1C(=O)[C@H](CC(=O)O)NC(=O)[C@H](C)NC(=O)[C@@H]1CCC(=O)N1)C(N)=O	x	10%	13%[60.1 µM]	x	4%
Cc1noc(C)c1-c1nc(NCc2cccnc2)c2ccccc2n1	x	0%	-2%[60.1 µM]	x	-1%
CC(NC(=O)C1CCCN1C(=O)CN)C(=O)O (stereo not drawn)	x	5%	10%[60.1 µM]	x	0%
CN(Cc1ccco1)c1nc(-c2ccccc2Cl)nc2ccccc12	x	8%	-12%[60.1 µM]	x	-4%
O=C(Cl)COCc1ccccc1	x	10%	4%[60.1 µM]	x	0%
Nc1nc2c(nc(Cl)n2C2OC(CO)C(O)C2O)c(=O)[nH]1 (stereo not drawn)	x	12%	-2%[60.1 µM]	x	4%
CN(C)C1CCc2[nH]c3ccc(NC(=O)c4ccc(F)cc4)cc3c2C1 (stereo not drawn)	x	-6%	8%[60.1 µM]	x	0%
COc1ccc(CNc2nc(-c3ccccc3CN(C)C)nc3ccccc23)c(OC)c1	x	-5%	-3%[60.1 µM]	x	106%[activator]
CC(=O)OC1CCC2(C)C(CCC3(C)C2C(=O)C=C2C4CC(C)(C(=O)OCCN5CCCCC5)CCC4(C)CCC23C)C1(C)C (stereo not drawn)	x	2%	-10%[19.4 µM]	x	-2%
C=C(CO)C1Cc2c(ccc3c2OC2COc4cc(OC)c(OC)cc4C2C3=O)O1 (stereo not drawn)	x	-10%	-8%[19.4 µM]	x	1%
CSCC[C@H](N)C(=O)N[C@@H](C)C(=O)NCC(=O)N[C@@H](CCCN=C(N)N)C(=O)N[C@@H](CO)C(=O)NCC(=O)N[C@@H](CC(=O)O)C(=O)N[C@@H](CO)C(=O)N[C@@H](CC(=O)O)C(=O)N[C@@H](CCC(=O)O)C(=O)N[C@@H](CC(=O)O)C(=O)N[C@@H](CC(C)C)C(=O)N[C@@H](CC(C)C)C(=O)N[C@@H](CCCCN)C(=O)N[C@@H](C)C(=O)N[C@H](C(=O)O)C(C)C	x	u	11%[60.1 µM]	x	-1%
N[C@H]1CCN(O)C1=O	x	-1%&-5%	-19%[60.1 µM]	x	-15%&-1%
CC(C)c1ccc2c(c1)CCC1C(C)(C(N)=O)CCCC21C (stereo not drawn)	x	10%	-8%[60.1 µM]	x	-10%
C=CC(C1=CC(=O)C(OC)=CC1=O)c1ccc(OC)cc1 (stereo not drawn)	x	-6%	u	x	-6%
CC(=O)OC1CC(O)C(C)(C)C2CC(OC(C)=O)[C@]3(C)C(CC[C@@]4(C)C(c5ccoc5)OC(=O)C5OC534)[C@]12C (stereo partly drawn)	x	-1%	-6%[60.1 µM]	x	1%
CC(=O)OCCBr	x	-7%	14%[60.1 µM]	x	3%
CCc1cccc2cc(C(O)CNC(C)(C)C)oc12 (stereo not drawn)	x	19%	-17%[60.1 µM]	x	1%
COc1c(-c2coc3cc4c(cc3c2=O)CC(OC(C)=O)C(C)(C)O4)ccc2c1C=CC(C)(C)O2 (stereo not drawn)	x	22µM*	-17%[60.1 µM]	x	-3%
COc1c(O)cc2oc3cc(O)c(CC=C(C)C)c(O)c3c(=O)c2c1CC=C(C)C	x	-6%&-6%&4%	u	x	-21%&-11%&-11%
O=C1c2c(O)cc(O)cc2O[C@H](c2ccc(O)c(O)c2)C1O (stereo partly drawn)	x	u	1.3µM*	x	-5%
CCCCn1cc[n+](C)c1	x	2%	10%[60.1 µM]	x	-3%
CSCC[C@H](N)C(=O)N[C@@H](CO)C(=O)N[C@@H](CCCN=C(N)N)C(=O)N1CCC[C@H]1C(=O)N[C@@H](C)C(=O)N[C@@H](CS)C(=O)N1CCC[C@H]1C(=O)N[C@@H](CC(N)=O)C(=O)N[C@@H](CC(=O)O)C(=O)N[C@@H](CCCCN)C(=O)N[C@@H](Cc1ccc(O)cc1)C(=O)N[C@@H](CCC(=O)O)C(=O)O	x	-5%	15%[60.1 µM]	x	-2%
Cc1nc2ccc(NC(=O)Nc3ccnc4cccnc34)cc2o1	x	u	-8%[19.4 µM]	x	-9%
CS(=O)(=O)Nc1cccc(-c2ccc3ncnc(Nc4ccc(F)cc4)c3c2)c1	x	-3%	-6%[60.1 µM]	x	1%
CC(=O)c1c(O)cccc1O	x	2%	8%[60.1 µM]	x	3%
COc1ccccc1CNc1ncncc1-c1ccccc1C	x	-5%	-7%[60.1 µM]	x	5%
CCCOC(=O)NCCCN(C)C	x	-3%	10%[60.1 µM]	x	-1%
CNc1ncnc2ccc(-c3cccc(NS(C)(=O)=O)c3)cc12	x	-5%	-3%[60.1 µM]	x	18%
O=C1C=C(O)c2ccccc2C1=O	x	-7%&-4%	u	x	-3%&-9%
Nc1nc2ncc(=O)[nH]c2c(=O)[nH]1	x	4%	-9%[60.1 µM]	x	5%
COc1ccc(C2OCC3(COC(C)=O)C(C)C=C(C)C2C3C)cc1 (stereo not drawn)	x	-1%	-11%[19.4 µM]	x	-7%
N#Cc1cccc(-c2nc(Nc3ccncc3)c3ccccc3n2)c1	x	6%	u	x	5%
CC1(C)CC2C1CCC1(C)OC1CCC2(C)O (stereo not drawn)	x	-2%	-2%[60.1 µM]	x	2%
CCOCC	x	-3%	17%[60.1 µM]	x	-4%
Nc1ncn(C2CC(O)C(CO)O2)c(=O)n1 (stereo not drawn)	x	16%	-13%[12 µM]	x	-2%
COc1ccccc1CNc1ncnc2ccc(-c3ccc(N(C)C)cc3)cc12	x	-4%	-12%[60.1 µM]	x	-12%
CC[N+](C)(CC)CC(=O)Nc1c(C)cccc1C	x	-4%	-6%[19.4 µM]	x	0%
CC(C)Oc1cccc(-n2c(CCc3c[nH]c4ccc(Br)cc34)nc3ccccc3c2=O)c1	x	-9%	-14%[19.4 µM]	x	-8%
O=C(Oc1cc(OC(=O)c2ccccc2)c2c(c1)OC(c1ccc(OC(=O)c3ccccc3)c(OC(=O)c3ccccc3)c1)[C@@H](OC(=O)c1ccccc1)C2)c1ccccc1 (stereo partly drawn)	x	-1%	-7%[60.1 µM]	x	-2%
COCCNc1cc(-c2ccccc2CN(C)C)ncn1	x	-2%	-2%[60.1 µM]	x	-8%
CC(C)C[C@H](NC(=O)[C@@H](Cc1c[nH]c2ccccc12)NC(=O)[C@H](Cc1ccc(O)cc1)NC(=O)[C@H](CO)NC(=O)[C@H](Cc1c[nH]c2ccccc12)NC(=O)[C@H](Cc1cnc[nH]1)NC(=O)[C@@H]1CCC(=O)N1)C(=O)N[C@@H](CCCN=C(N)N)C(=O)N1CCC[C@H]1C(=O)NCC(N)=O	x	u	14%[60.1 µM]	x	2%
Cc1noc(-c2ccc(CSCCC(=O)O)cc2)c1NC(=O)OC(C)c1ccccc1Cl (stereo not drawn)	x	-2%	-3%[60.1 µM]	x	0%
Cc1cc2c(s1)c(C=O)c(C(=O)NCc1ccccc1F)n2C	6%	-14%	x	-25%[12.7 µM]	x
CCOc1ccc(NC(=O)c2cccc(-n3cccc3)c2)cc1S(=O)(=O)N1CCOCC1	5µM*	1.3µM*	x	-7%[2.33 µM]	x
NC(=O)c1ccccc1-c1noc(-c2ccccc2F)n1	5%	51%[activator]	x	-17%[12.7 µM]	x
O=C(O)c1ccccc1-c1noc(-c2ccccc2F)n1	2%	53%[activator]	x	-17%[12.7 µM]	x
COc1ccc(OC)c2sc(N(CCCN(C)C)C(=O)c3ccc(S(=O)(=O)N4CCc5ccccc5C4)cc3)nc12	-12%	30µM*	x	8.9µM*	x
CC(C)[C@@]1(c2ccc(Cl)cc2)ON(c2ccccc2C(F)(F)F)C1=O	82%[activator]	15%	x	3%[0.501 µM]	x

Part of the list above, with two lines to a compound:
Second line of a record: BAZ2B block, APE1 inh, POLK inh, G9a inh, BLM helicase inh
CC(C)Oc1cccc(-n2c(CCc3c[nH]c4ccc(Br)cc34)nc3ccccc3c2=O)c1
 : x, -9%, -14%[19.4 µM], x, -8%
O=C(Oc1cc(OC(=O)c2ccccc2)c2c(c1)OC(c1ccc(OC(=O)c3ccccc3)c(OC(=O)c3ccccc3)c1)[C@@H](OC(=O)c1ccccc1)C2)c1ccccc1 (stereo partly drawn)
 : x, -1%, -7%[60.1 µM], x, -2%
COCCNc1cc(-c2ccccc2CN(C)C)ncn1
 : x, -2%, -2%[60.1 µM], x, -8%

This is a subset; count on the stated rates, not on these rows.
